Screening results from PubChem BioAssay.
TMEM16A act – activates or potentiates the mouse TMEM16A chloride channel. Q8BHY3. HEK293 TMEM16A/YFP-H148Q/I152L, iodide quench fluorescence; active compounds read low. B-score at 10 µM. 340,000 tested, 0.3% active;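 active = fluorescence-ratio B-score plate-corrected deviation score at least 3 library SD below zero, with starting fluorescence score within 5 deviations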;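 note: channel opened by trigger with iodide after compound preincubation; score built on the fluorescence ratio of max minus min over baseline; more negative score means more quench and so TMEM16A activation or potentiation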
KCNK3 inh – human KCNK3 channel inhibition, primary screen. CHO-KCNK3 thallium flux, FluxOR fluorescence; active compounds read low. B-score at 10 µM. 340,000 tested, 0.84% active;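 active = B-score under library mean minus 4 SD, starting fluorescence ratio at most library mean plus 5 SD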;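 note: more negative B-score means stronger inhibition of thallium flux through KCNK3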
hERG protect – compounds protecting human hERG from proarrhythmic drug block; Q12809; CHO-hERG, FluxOR thallium flux, dofetilide IC70 present; activation (rescue from dofetilide block), less the hit threshold, % at 10 µM; 310,000 tested, 0.51% active;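 active = activation above the mean of controls blocked by dofetilide plus 5 SD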;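 note: thallium influx through hERG after potassium depolarization seen as dye fluorescence rise; in these data hits start at about 4.7%; inactives centre near -7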
KCNQ1 act – potentiators or activators of human KCNQ1 potassium channel; AID 2648; P51787; CHO-K1 KCNQ1, thallium flux FluxOR fluorescence; active compounds read high; B-score at 10 µM; 310,000 tested, 0.35% active;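 active = fluorescence ratio B-score, a plate-corrected score, at least three library SD, with initial intensity B-score within 5 SD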
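System: Stable KCNQ1 CHO-K1 line | Incubation: 90 min dye loading and 20 min compound exposure, both at room temperature | Measure: Ratio B score | Medium: Assay buffer for compound exposure, DMSO matched across wells | Compound dosing: Single-concentration screen | Probe or stimulus: K+/Tl+ depolarizing stimulus | Measured by: Kinetic FluxOR fluorescence, 10 s baseline plus 110 s post-stimulus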
KCNQ1 block – inhibitors of human KCNQ1 potassium channel | B-score at 10 µM | 310,000 tested, 1.3% active | P51787 | AID 2642 | CHO-K1 KCNQ1, FluxOR thallium flux fluorescence; active compounds read high;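 active = compounds whose thallium flux B-score, printed positive for inhibition, exceeds three library SD while starting fluorescence stays within three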;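 note: channel opened by potassium depolarization with thallium stimulus after 20 min compound exposure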
TMEM16A inh – inhibitors of mouse TMEM16A calcium-activated chloride channel | normalized B-score (activity score, 25-100; higher = stronger inhibition) at 10 µM | Q8BHY3 | 310,000 tested, 1.2% active | HEK293 TMEM16A/YFP iodide influx fluorescence, ionomycin;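 active = ratio plate-corrected score three or more library SD toward inhibition, starting fluorescence score within five deviations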;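 note: score derived from kinetic fluorescence span divided by baseline fluorescence per well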
KCNK9 block – blocks the human KCNK9 two-pore domain potassium channel | B-score at 10 µM | HEK293 KCNK9, FluxOR thallium flux fluorescence; active compounds read low | 310,000 tested, 1.2% active | AID 488922;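 active = ratio B-score over 3 SD below the library mean, with starting fluorescence within 5 SD of its mean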;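 note: negative B-score means less thallium flux so channel inhibition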
Target sequence (Q9NPC2 whole entry, looked up, the tested form may be a part): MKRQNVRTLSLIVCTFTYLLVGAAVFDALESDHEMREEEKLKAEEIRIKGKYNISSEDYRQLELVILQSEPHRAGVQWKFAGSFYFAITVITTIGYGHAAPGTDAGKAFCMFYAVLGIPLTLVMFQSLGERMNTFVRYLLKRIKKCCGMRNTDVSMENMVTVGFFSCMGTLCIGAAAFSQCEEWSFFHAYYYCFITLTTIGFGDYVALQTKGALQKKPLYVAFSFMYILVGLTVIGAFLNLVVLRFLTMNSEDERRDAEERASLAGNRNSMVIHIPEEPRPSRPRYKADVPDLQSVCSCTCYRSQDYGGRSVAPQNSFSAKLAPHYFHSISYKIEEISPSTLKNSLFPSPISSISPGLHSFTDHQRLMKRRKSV
RGS4 block – human RGS4 inhibition. AID 463165. 310,000 tested, 0.45% active. P49798. B-score at 10 µM. HEK293 M3R/RGS4 inducible, Fluo-4 calcium flux; active compounds read high; triggered by carbachol at its EC20;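 active = B-score, a plate-corrected calcium signal, over three deviations above library mean, with baseline fluorescence within five deviations of library mean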;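 note: RGS4 expression induced by doxycycline in cells with stable M3 receptor; B-score is computed from the integrated fluorescence ratio over baseline after carbachol; higher B-score means a larger calcium signal and so more RGS4 inhibition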
Target sequence (P49798 whole entry, looked up): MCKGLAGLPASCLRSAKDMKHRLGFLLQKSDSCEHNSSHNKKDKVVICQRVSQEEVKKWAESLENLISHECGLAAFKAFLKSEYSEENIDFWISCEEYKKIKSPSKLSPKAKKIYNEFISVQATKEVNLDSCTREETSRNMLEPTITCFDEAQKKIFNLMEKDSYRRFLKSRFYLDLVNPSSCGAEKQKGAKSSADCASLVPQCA
RGS4 act – potentiators or activators of RGS4; AID 463111; 310,000 tested, 0.92% active; B-score at 10 µM; HEK293 M3R/inducible RGS4, carbachol calcium flux Fluo4; active compounds read low;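 active = B-score of the integrated calcium signal more than 4 SD below the library mean, with starting fluorescence not abnormally high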;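 note: negative B-score means reduced calcium response which marks RGS4 activation or potentiation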
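test system = HEK293 cells with stable M3R and inducible RGS4 | schedule = recording 10 s baseline at 1 Hz, 100 s post-agonist | technique = Fluo4-AM (2 µM) calcium-flux fluorescence, kinetic read | measure = Agonist-evoked peak-minus-minimum fluorescence over baseline, integrated ratio, B score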
SKKanGAS inh – inhibitors of SKKanGAS S. pyogenes growth in kanamycin (SK-promoter or general growth effect); BacTiter-Glo, 6 h; inhibition, % at 7.5 µM; 300,000 tested, 1.3% active; AID 1662;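 active = mean replicate score, as percent of positive control median, at least 50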;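 note: strain carries kanamycin resistance gene driven by streptokinase promoter and grows in 40 µg/ml kanamycin; loss of luminescence reflects streptokinase promoter inhibition or plain growth inhibition; 0% = median of DMSO wells and 100% = positive control at its reference dose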
HDAC3 inh – blocks human histone deacetylase 3; recombinant HDAC3, fluorogenic peptide/trypsin coupled, fluorescence; inhibition, % at 8.3 µM; 320,000 tested, 0.15% active; in the data active = inhibition above about 26%, passing the limit was not always enough
Target sequence (O15379 whole entry, looked up): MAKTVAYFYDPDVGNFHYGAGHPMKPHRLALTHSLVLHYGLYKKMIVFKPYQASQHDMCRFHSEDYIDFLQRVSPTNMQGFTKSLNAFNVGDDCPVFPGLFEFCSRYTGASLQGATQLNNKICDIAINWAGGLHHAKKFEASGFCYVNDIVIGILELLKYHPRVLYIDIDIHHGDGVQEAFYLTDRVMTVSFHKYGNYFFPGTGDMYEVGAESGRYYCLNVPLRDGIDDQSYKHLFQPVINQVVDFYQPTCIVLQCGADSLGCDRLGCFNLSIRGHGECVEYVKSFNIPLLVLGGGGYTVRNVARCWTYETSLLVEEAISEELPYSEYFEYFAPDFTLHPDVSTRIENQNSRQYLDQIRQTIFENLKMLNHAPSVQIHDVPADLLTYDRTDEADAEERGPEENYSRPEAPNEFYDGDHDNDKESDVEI
Numbers without * were called inactive; i = inactive; / = no result given.

The line under a structure holds: KCNK9 block | SKKanGAS inh | RGS4 block | HDAC3 inh | KCNQ1 block | KCNQ1 act | KCNK3 inh | TMEM16A act | hERG protect | TMEM16A inh | RGS4 act
- Cc1cc(=O)[nH]c(-n2nc(C)c(Oc3ccccc3O)c2C)n1
→ i | 5 | i | 3 | i | i | i | i | -2 | i | i
- CCn1cc([N+](=O)[O-])c(C(=O)Nc2ccn(Cc3ccccc3F)n2)n1
→ i | 0 | i | 2 | i | i | i | i | -12 | i | i
- COc1ccc(OC)c(C(=O)NC(CC(N)=O)c2ccc(N3CCC(N4CCCCC4)CC3)c([N+](=O)[O-])c2)c1 (stereo not given)
→ i | 3 | i | -1 | i | i | i | i | -6 | i | i
- Cc1cc(NC(=O)Nc2ccccc2[N+](=O)[O-])n(C)n1
→ i | -3 | i | 2 | i | i | i | i | -3 | i | i
- Cc1cc(S(=O)(=O)NCCCN2CCOCC2)c(Cl)cc1Cl
→ i | -1 | i | -4 | i | i | i | i | -5 | i | i
- CN(Cc1cnccn1)Cc1nc(Cc2ccccc2F)no1
→ i | 12 | i | 1 | i | i | i | i | 28* | i | i
- COc1ccc(CNC(=O)C2CCN(c3nnc(N4CCCC4=O)s3)CC2)cc1
→ i | 2 | i | -3 | i | i | i | i | -8 | i | i
- COc1ccc(N(CC(=O)NCCSc2ccccn2)S(=O)(=O)c2ccccc2)cc1OC
→ i | -5 | i | -13 | i | i | i | i | -12 | i | i
- Cc1ccc(N(CC(=O)NC2CCCC2)C(=O)CCC(=O)Nc2ccccn2)cc1
→ i | 0 | i | 4 | i | i | i | i | -6 | i | i
- COc1ccc(OCc2ccc(C(=O)NN)cc2)cc1
→ i | -11 | i | 2 | i | i | i | i | -9 | i | i
- COc1ccc(OC)c2[nH]c(=O)c(CCNC(C)=O)cc12
→ i | 1 | i | -12 | i | i | i | i | 1 | i | i
- Clc1ccc(CN2CCN(c3ncnc4scc(-c5cccs5)c34)CC2)cc1
→ -13* | 39 | i | 9 | 7* | i | i | i | -23 | 25* | i
- CC(C)C(=O)Nc1ccc2c(c1)Cc1cc(NC(=O)C(C)C)ccc1-2
→ i | 0 | i | 2 | i | i | i | i | 6.0* | i | i
- COc1ccc(C2CC(c3ccc(Cl)cc3)=NN2C(=O)c2cccc([N+](=O)[O-])c2)cc1 (stereo not given)
→ i | 19 | i | -8 | i | i | i | i | -15 | i | i
- CCOC(=O)C1(Cc2ccc(OC)cc2)CCN(C(=O)[C@@H]2CCCN2C(C)=O)CC1
→ i | 17 | i | -4 | i | i | i | i | -12 | i | i
- O=c1nc(-c2ccccc2)c2cc(SC(F)F)ccc2[nH]1
→ i | 7 | i | -3 | i | i | i | i | -8 | i | i
- CCCC1C(C#N)=C(N)Oc2n[nH]c(C(C)(C)C)c21 (stereo not given)
→ i | 2 | i | 3 | i | i | i | i | -9 | i | i
- CC(c1ccccc1)N1CC(C(=O)O)CC1=O (stereo not given)
→ i | -38 | i | 1 | i | i | i | i | -10 | i | i
- CC(=O)NCC(=O)N[C@@H](CC(=O)OCc1ccccc1)C(=O)OCc1ccccc1
→ i | -5 | i | -2 | i | i | i | i | -8 | i | i
- CCC(=O)N1CCc2cc(Br)cc(S(=O)(=O)NCc3ccco3)c21
→ i | -7 | i | -4 | i | i | i | i | -9 | i | i
- COc1cc(CN2CCN(S(=O)(=O)c3ccccc3)CC2)cc(OC)c1OC
→ i | -5 | i | -4 | i | i | i | i | -6 | i | i
- O=Nc1c(O)n(Cc2ccc(Cl)c(Cl)c2)c2ccccc12
→ i | 24 | 15* | 3 | i | i | i | i | -14 | i | i
- CCCCCCSc1cc(-c2nc3ccc(Cl)cn3c2NCCCC)ccc1OC
→ i | 21 | i | 6 | i | i | i | i | -7 | i | i
- C/C(=N\OCC(=O)Nc1ccc(Br)cc1)c1cccs1
→ i | 2 | i | 0 | i | i | i | i | -12 | i | i
- CCCn1ccc2c(OCC(=O)Nc3ccc(NC(C)=O)cc3)cccc2c1=O
→ i | 1 | i | -5 | i | i | i | i | -10 | i | i
- O=C(Nc1c2c(nn1-c1ccc(Cl)cc1)CS(=O)(=O)C2)c1ccccc1
→ i | -1 | i | -3 | i | i | i | i | -6 | i | i
- CCN(C(=O)Cc1c(C(=O)O)[nH]c2ccccc12)c1ccc(OC)cc1
→ i | 5 | i | 1 | i | i | i | i | -3 | i | i
- COc1ccc(-c2nnc(SCC(=O)c3ccco3)n2-c2ccccc2)cc1
→ i | 8 | i | 0 | i | i | i | i | -5 | i | i
- O=C(NNC(=O)c1ccccn1)c1cccc([N+](=O)[O-])c1
→ i | 2 | i | -1 | i | i | i | i | -8 | i | i
- CC(C)Cn1c(N)c(C(=O)CSc2ncnc3sc4c(c23)CCCC4)c(=O)n(C)c1=O
→ i | 42 | i | 1 | i | i | i | i | -1 | i | i
- COc1ccc(Nc2nnc(SCc3cc(=O)n4ccsc4n3)s2)cc1
→ i | -1 | i | -3 | i | i | i | i | -18 | i | i
- O=C(Nc1cccc(OC(=O)c2cccnc2)c1)c1cccnc1
→ i | 2 | i | 2 | i | i | i | i | -3 | i | i
- CCn1c(SCc2nc3ccccc3c(=O)[nH]2)nc2ccccc21
→ i | 9 | i | -1 | i | i | i | i | -21 | i | i
- COc1ccccc1CNS(=O)(=O)c1c(C)noc1C
→ i | 0 | i | -4 | i | i | i | i | -2 | i | i
- N#Cc1c(N)c2ccccn2c1C(=O)c1ccc(Br)cc1
→ i | 1 | i | 0 | i | i | i | i | 1 | i | i
- CCN(CC)C(=O)CSc1nnc(CNc2ccc(F)cc2)n1Cc1ccco1
→ i | 1 | i | 3 | i | i | i | i | -7 | i | i
- CC(Cc1ccccc1)C(=O)N[C@@H](CO)Cc1ccccc1 (stereo not given in full)
→ i | 0 | i | -3 | i | i | i | i | -13 | i | i
- O=C1c2cccc3c(Cl)ccc(c23)C(=O)N1O
→ i | -1 | i | 10 | i | i | i | i | -10 | i | i
- N#Cc1ccccc1CSc1nc(N2CCCCC2)nc(N2CCCCC2)n1
→ i | -2 | i | 8 | i | i | i | i | -11 | i | i
- Cn1ncc(Cl)c1C(=O)N1CCC(Cc2ccccc2)CC1
→ i | 10 | i | 2 | i | i | i | i | -11 | i | i
- Cc1ccc(/C=C/C(=O)c2ccccc2O)cc1
→ i | 13 | i | 3 | i | i | i | i | -7 | i | i
- COC(=O)N1C(=O)[C@@](Cc2ccccc2)(c2ccccc2)N1C(=O)OC
→ i | -3 | i | 6 | i | i | i | i | 5.4* | i | i
- O=C(COc1cc(O)c2c(=O)cc(-c3ccccc3)oc2c1)c1ccc(F)cc1
→ i | -13 | i | 3 | i | i | i | i | -9 | i | i
- CCc1ccc(C(C)(O)C(CN2CCOCC2)c2ccccc2)cc1 (stereo not given)
→ i | -2 | i | 3 | i | i | i | i | -7 | i | i
- C[C@@H](C(=O)O)[C@@H]1C[C@@]1(C)[C@@H](NC(=O)OCc1ccccc1)c1ccccc1
→ i | 0 | i | 3 | i | i | i | i | -5 | i | i
- O=C1CSC(c2cccnc2)N1CC1CC1 (stereo not given)
→ i | -12 | i | -1 | i | i | i | i | -8 | i | i
- O=C(CN1C(=O)/C(=C/c2ccccc2)SC1=S)Nc1ncc(Cc2ccccc2)s1
→ i | 10 | i | -2 | i | i | i | i | -2 | i | i
- Cc1c(NC(=O)C(C)N2C(=O)C3CCCCC3C2=O)c(=O)n(-c2ccccc2)n1C (stereo not given)
→ i | -3 | i | 0 | i | i | i | i | -7 | i | i
- S=c1[nH]nc(-c2ccccn2)n1/N=C/c1ccc(-c2ccccc2Br)o1
→ i | 9 | i | / | i | i | i | i | 14* | / | i
- Cc1ccc(/C=C/S(=O)(=O)Nc2ccc(C)cc2)cc1
→ i | -5 | i | -7 | i | i | i | i | -7 | i | -9.8*
- Cn1c(=O)cc(SCC(=O)NCc2ccco2)c2ccccc21
→ i | -8 | i | -1 | i | i | i | i | -8 | i | i
- Cc1cccc(-c2nc(C#N)c(NCC3CCCO3)o2)c1 (stereo not given)
→ i | -2 | i | 1 | i | i | i | i | -4 | i | i
- Cc1ccc(C2=NC(C(F)(F)F)(C(F)(F)F)c3c(n(-c4ccc(F)cc4)c(=O)[nH]c3=O)N2)cc1
→ i | 4 | i | -1 | i | i | i | i | -14 | i | i
- O=C(c1ccccc1)c1nc2c(n1O)CCCCC2
→ i | -5 | i | 1 | i | i | i | i | 0 | i | i
- CCNC(=O)COC(=O)/C=C/c1ccccc1[N+](=O)[O-]
→ i | 9 | i | -6 | i | i | i | i | -1 | i | i
- Cc1c(CN2CCC(CO)(CCOc3ccccc3)CC2)[nH]c2c(Cl)cccc12
→ i | 4 | i | 18 | i | i | i | i | -32 | i | i
- O=C1NC(c2ccc(-c3ccccc3[N+](=O)[O-])o2)C(C(=O)c2ccc(F)cc2)C(O)(C(F)(F)F)N1 (stereo not given)
→ i | 14 | i | / | i | i | i | i | -5 | i | i
- CCC(=O)Nc1nnc(SCC(=O)Nc2ccc3c(c2)OCO3)s1
→ i | 0 | i | 2 | i | i | i | i | -8 | i | i
- Cc1ccc(-c2csc3ncn(CC(=O)O)c(=O)c23)cc1C
→ i | -4 | i | -1 | i | i | i | i | -5 | i | i
- Cc1cc(C)c(S(=O)(=O)NCc2cccnc2)c(C)c1
→ i | 1 | i | -1 | i | i | i | / | -4 | i | i

Carrying on:
The line under a structure holds: KCNK9 block | SKKanGAS inh | RGS4 block | HDAC3 inh | KCNQ1 block | KCNQ1 act | KCNK3 inh | TMEM16A act | hERG protect | TMEM16A inh | RGS4 act
- Cc1onc(-c2ccccc2Cl)c1C(=O)NNC(=O)c1ccccc1F
→ i | -9 | i | 2 | i | i | i | i | -8 | i | i
- O=C(c1cccs1)N(Cc1ccco1)C1CCS(=O)(=O)C1 (stereo not given)
→ i | -15 | i | 5 | i | i | i | i | 3 | i | i
- COc1ccc(C(=O)NC(=S)N(CCC(C)C)c2c(N)n(Cc3ccccc3)c(=O)[nH]c2=O)cc1
→ i | 1 | i | -2 | i | i | i | i | -5 | i | i
- COc1ccc(CCNC(=O)c2ccc([N+](=O)[O-])cc2Cl)cc1OC
→ i | 4 | i | -2 | i | i | i | i | -11 | i | i
- CCc1ccc2[nH]c(=O)c(CN(CCN3CCCC3)C(=O)NC3CCCCC3)cc2c1
→ i | 4 | i | 2 | i | i | i | / | -11 | i | i
